Screening results deposited in PubChem BioAssay by National Center for Advancing Translational Sciences (NCATS).
Epigenetic reg: derepresses silenced GFP reporter in murine cells. murine LDR cells, GFP reporter derepression, 30 h. Potency, µM (doses to about 53.9 µM), for inactives: top-dose GFP activation, hits mostly activators. hit rate 0.2% among 280,000. AID 1865; further: % of control where 0% means no effect; nearly all actives have a fitted effect of over 60% in size
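Murine LDR cells carrying a silenced, genomically integrated CMV-driven GFP reporter were exposed to compound for 30 hours at 37 C. After PBS washes, GFP-positive cells (20–120 um objects) were counted by laser-scanning microplate cytometry.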
GLA spleen mod: alpha-galactosidase A (human) modulation | human spleen homogenate, 4MU-alpha-Gal fluorescence, 40 min | Potency, µM (doses to about 80 µM), without a hit: at the top dose activity change, negative = inhibition, most hits filed as inhibitors | hit rate 0.008% among 240,000 | AID 2107;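 further: 0% = enzyme with vehicle and -100% = no enzyme basal signal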
Target sequence (P06280 32-429 limits assumed): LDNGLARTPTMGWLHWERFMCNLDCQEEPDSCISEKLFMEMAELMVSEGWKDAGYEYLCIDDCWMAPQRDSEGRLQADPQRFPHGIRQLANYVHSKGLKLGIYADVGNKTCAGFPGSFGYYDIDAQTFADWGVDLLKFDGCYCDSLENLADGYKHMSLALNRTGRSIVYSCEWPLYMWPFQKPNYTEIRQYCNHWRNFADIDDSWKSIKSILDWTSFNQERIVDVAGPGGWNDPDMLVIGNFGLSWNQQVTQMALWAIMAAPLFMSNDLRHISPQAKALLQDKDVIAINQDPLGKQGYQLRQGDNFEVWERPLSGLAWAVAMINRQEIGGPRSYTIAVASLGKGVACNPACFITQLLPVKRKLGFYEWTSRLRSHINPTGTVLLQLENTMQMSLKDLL
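Fluorogenic readout (Ex 365/Em 440 nm) of 4-methylumbelliferone released from 1 mM 4-MU-alpha-galactoside by spleen homogenate, 40 min at 37C, pH 5.0. Data normalized to no-enzyme and enzyme controls; Hill-equation AC50 from compound titrations.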
ALDH1A1 block: inhibitors of human aldehyde dehydrogenase 1A1; P00352; Potency, µM (top dose mostly 75.3 µM), inactives show top-dose activity, negative = inhibition, most hits filed as inhibitors; Purified ALDH1A1, NADH fluorescence, propionaldehyde substrate; AID 1030; hit rate 7.3% among 220,000; active means well fitted inhibition curve with a large enough effect, not every such curve was filed as active; inconclusive means small, poorly fitted or top-dose-only effect, or another doubt; inactive means no such curve, though single readings can be large or run the other way;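 further: plate controls were no enzyme wells and a reference inhibitor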
NPSR antagonist: blocks cAMP signaling of the human neuropeptide S receptor; Q6W5P4; hit rate 1% among 220,000; CHO-NPSR cells, cAMP TR-FRET, antagonist mode; Potency, µM (titrated, usually from 38.3 µM), for inactives: at the highest dose activity change, negative = inhibition, most hits filed as inhibitors; further: on the % scale 0 is the no-effect control and ±100 the full control effect; nearly all actives have a fitted effect of over 50% in size; many of its hits are not listed in these tables
Target sequence (Q6W5P4 whole entry, looked up): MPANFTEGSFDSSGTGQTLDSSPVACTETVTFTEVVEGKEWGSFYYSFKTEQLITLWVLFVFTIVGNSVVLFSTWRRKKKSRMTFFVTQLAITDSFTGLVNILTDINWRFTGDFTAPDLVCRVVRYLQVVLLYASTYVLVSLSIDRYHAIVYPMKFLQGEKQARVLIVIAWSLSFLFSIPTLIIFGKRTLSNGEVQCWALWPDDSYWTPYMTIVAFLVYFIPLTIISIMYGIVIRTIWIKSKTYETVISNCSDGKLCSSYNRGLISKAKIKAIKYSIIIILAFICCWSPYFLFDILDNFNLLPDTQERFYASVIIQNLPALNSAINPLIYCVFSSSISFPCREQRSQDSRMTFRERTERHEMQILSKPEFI
GAA inh: inhibitors of human lysosomal alpha-glucosidase. purified human GAA, 4-MU-alpha-glucoside fluorescence. AID 1466. hit rate 0.005% among 200,000. Potency, µM (series often up to 76.9 µM), for inactives: at the top dose activity change, negative = inhibition, most hits filed as inhibitors. P10253;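 further: plate controls were uninhibited enzyme wells for no effect and no-enzyme background for full effect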
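Endpoint fluorogenic read: 20 min room-temperature reaction of 4 nM human alpha-glucosidase with 400 uM 4-methylumbelliferyl-alpha-D-pyranoside, pH 5.0, quenched with 1M NaOH/1M glycine pH 10. AC50 from Hill modeling.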
aGlu spleen mod: lysosomal alpha-glucosidase (human) modulation. Potency, µM (top dose mostly 79.9 µM), inactives show at the top dose activity change, negative = inhibition, most hits filed as inhibitors. human spleen homogenate, 4-MU-alpha-glucoside fluorescence. P10253. hit rate 0.006% among 240,000;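 further: 0% = enzyme with vehicle and -100% = no enzyme basal signal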
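Human spleen homogenate (1 ug) incubated with compounds and 1 mM 4-methylumbelliferyl-alpha-D-glucopyranoside in pH 5.0 citrate/phosphate buffer, 37 C, 40 min. Stopped at pH 10; 4-MU fluorescence (Ex 365/Em 440 nm); AC50 by Hill fit.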
GAA glycogen: GAA glycogen-cleavage inhibition or activation; recombinant GAA, glycogen substrate, Amplex Red glucose oxidase fluorescence; Potency, µM (doses to about 76.4 µM), inactives show at the top dose activity change, negative = inhibition, usual class: inhibitors; hit rate 0.38% among 300,000;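 further: 0% = full enzyme reaction and -100% = no-enzyme basal signal; the screen sought inhibitors and activators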
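Natural-substrate format: glycogen cleavage by 4 nM human enzyme, glucose read by Amplex Red coupling (Ex 573, Em 610 nm). Normalized to enzyme and no-enzyme controls.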
Tau fluor counter: counter-screen for tau fibril formation inhibitors. Potency, µM (doses to about 57.7 µM), without a hit: at the highest dose activity change, negative = decrease. AID 1463. hit rate 0.93% among 280,000. tau K18 P301L (four-repeat tau fragment) Alexa594 fluorescence, heparin fibrillization; further: on the % scale 0 is the no-effect control and ±100 the full control effect; nearly all actives have a fitted effect of over 55% in size
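Human K18 P301L tau (15 uM unlabeled plus 0.24 uM Alexa 594-labeled, final) in 100 mM sodium acetate pH 7 was mixed with compound and 20 uM heparin and incubated 6 hr at 37 C.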
The depositor's hits bear a star; ? = inconclusive; . = not tested or not shown; & = joins results of further samples; [ ] = dose if it differs, or a comment. Unless noted, the call rests on the fitted dose curve; in most records, active means well fitted curve in the direction sought with a large enough effect; inconclusive means small, poorly fitted or top-dose-only effect, or another doubt; inactive means no such curve, though single readings can be large; an effect the other way counts as inactive or inconclusive. Potency means the concentration at half of the fitted maximal effect. Only part of the results is shown. The share of hits here may be higher or lower than overall.

SMILES	Epigenetic reg	GLA spleen mod	ALDH1A1 block	NPSR antagonist	GAA inh	aGlu spleen mod	GAA glycogen	Tau fluor counter
CC(C)(C)NC(=O)Cn1cc(C#N)c2cc(Br)ccc21	1.1%	2%	7%	-12%[46.1 µM]	?	-3%	3%	-5%
CC(=O)N1CCC(C(=O)c2ccc(Cl)cc2)CC1	6.2%	-1%	0%	-5%[46.1 µM]	-3%	2%	8%	-4%
CC(Sc1nc(-c2ccco2)nc2c1c(=O)n(C)c(=O)n2C)C(=O)O (stereo unspecified)	4.2%	10%	.	-6%	.	8%	6%	-9%
COc1cc(OC)cc(-c2cc3nc(C)cc(N4CCN(C(=O)c5ccco5)CC4)n3n2)c1	-1.2%	-1%	?	-24%[46.1 µM]	3%	0%	-1%	-23%
O=C(c1ccncc1)c1ccc(Br)cc1	-0.8%	1%	8%	9%[46.1 µM]	3%	-28%	3%	7%
COC(=O)C1CCN(C(=O)COC(=O)c2n[nH]c3ccccc23)CC1	0.0%	-8%	-9%	-13%[46.1 µM]	2%	-2%	-5%	-4%
CCn1cc([N+](=O)[O-])c(C(=O)N2CCOCC2)n1	-3.8%	-4%	8%	6%	-1%	-4%	8%	6%
O=C(COC(=O)c1ccc(S(=O)(=O)Nc2ccccc2)cc1)NCCC1=CCCCC1	-1.1%	-14%	0%	13%	-13%	-25%	-9%	-27%
COc1ccc2[nH]c(=O)c(CN(C(=O)C3CCCO3)c3ccc(C)c(C)c3)cc2c1 (stereo unspecified)	-1.1%	1%	.	15%	.	-4%	-1%	-3%
COC(=O)CSc1nc(C)c(C(C)=O)cc1C#N	4.8%	1%	-1%	-13%[46.1 µM]	0%	-7%	0%	-1%
CCCCC(CC)c1nnc(NC(=O)c2cccs2)s1 (stereo unspecified)	0.0%	9%	-1%	16%	7%	0%	-11%	-16%
COc1ccc(OC)c(NC(=O)COC(=O)c2ccc(S(=O)(=O)N3CCOCC3)cc2)c1	-1.6%	-8%	-16%	-26%[46.1 µM]	-12%	-2%	5%	-13%
CCOC(=O)c1ccccc1NC(=S)N1CCN(C2CCCCC2)CC1	-4.7%	2%	2%	-3%	4%	-14%	4%	-4%
CCOC(=O)c1cnc2cc(C)nn2c1-c1ccccc1	-1.1%	-6%	4%	-5%[46.1 µM]	-5%	-8%	-1%	1%
COc1ccccc1NS(=O)(=O)c1cc(NC(=O)c2cc[n+]([O-])cc2)ccc1N1CCCC1	0.0%	3%	7.9µM*	-20%	-13%	-8%	?	?
CC(=O)c1c(C)nc2sc3c(=N)n(N)cnc3c2c1-c1ccc(Cl)cc1	-11%	5%	-5%	6%	-5%	2%	-5%	-15%
Cc1ccc(N2C(=O)CSC2c2cccnc2)c(Cl)c1 (stereo unspecified)	-1.7%	9%	.	7%	.	-3%	14%	-5%
COC(=O)/C(=C/Nc1ccccc1)[N+](=O)[O-]	0.0%	-7%	-6%	-9%[46.1 µM]	-10%	-6%	-16%	-7%
CCCOC(=O)c1ccc(Cl)c(NC(=O)c2cccnc2)c1	0.0%	2%	?	7%	2%	-15%	-5%	-17%
CCc1ccc(C2CC(=O)N(c3ccc(F)cc3)C3=C2C(=O)OC3)cc1 (stereo unspecified)	0.0%	-5%	?	-5%	2%	-1%	12%	-13%
CC1(C)CC(=O)C(N=Nc2ccc(S(=O)(=O)N3CCOCC3)cc2)=C(O)C1	1.1%	13%	.	7%	.	4%	-1%	-7%
CCOC(=O)N1CCC(NC(=O)c2cc(S(=O)(=O)NCCc3ccccc3)ccc2F)CC1	0.2%	-7%	?	-1%	-4%	-7%	0%	-13%
O=C(Nc1ccc(O)c2c(=O)cc(-c3ccccc3Cl)oc12)c1cccs1	1.1%	5%&1%	.	-25%	.	1%&4%	-2%	-16%
CCCc1[nH]nc2c1C1(C(=O)N(C(C)C)c3ccccc31)C(C#N)=C(N)O2 (stereo unspecified)	2.0%	1%	-4%	-14%[46.1 µM]	-3%	-18%	-16%	-5%
Cc1ccc(C(=O)Nc2sc(C(=O)N(C)C)c(C)c2C#N)cc1	-1.3%	-6%	-15%	6%	-26%	0%	-5%	3%
COc1ccc(NC(=S)N2CCCC2)cc1OC	-0.1%	-11%	7%	17%	-10%	4%	-3%	-8%
c1ccc(-c2nnc(CSc3nc4ccccc4[nH]3)o2)cc1	0.7%	8%	-8%	-5%[46.1 µM]	-13%[15.4 µM]	4%	-3%	-10%
O=c1c2oc3ccccc3c2[nH]c(=S)n1-c1ccccc1	-1.0%	1%	7.9µM*	-30%	3%	-15%	-21%	1%
COc1ccc(N(C(=O)Cc2cccs2)C2C=CS(=O)(=O)C2)cc1 (stereo unspecified)	5.1%	-6%	28µM*	3%	1%	.	1%	-14%
CCOC(=O)NC(=O)/C(C#N)=N\Nc1cccc(Cl)c1	-5.4%	3%	.	-37%	.	0%	-9%	-34%
COc1cccc(N2CCN(C3CC(=O)N(c4ccc(F)c(Cl)c4)C3=O)CC2)c1 (stereo unspecified)	-1.1%	-11%	3.5µM*	-23%[46.1 µM]	-5%	-1%	-19%	-13%
CNS(=O)(=O)c1ccc(C)cc1	-0.6%	-18%	3%	-13%[46.1 µM]	?	-5%	12%	-8%
CC(C)C(NC(N)=O)C(=O)NC1CCCCC1 (stereo unspecified)	1.1%	2%	-2%	15%	-2%	-17%	0%	-6%
Cc1ccc(C)c(N2CN(Cc3ccco3)CNC2=S)c1	0.0%	1%	19%	-9%[46.1 µM]	-3%	1%	9%	5%
COc1ccc(/C=N/Nc2nc3ccccc3[nH]2)c(OC)c1OC	1.6%	10%	8%	44%	1%[15.4 µM]	8%	?	?
COc1ccc(Nc2nc3c(c(=O)n(C)c(=O)n3C)n2CCO)cc1	0.0%	4%	2%	-25%[46.1 µM]	2%	-9%	-9%	-11%
CCOC(=O)c1sc(NC(=O)Cc2ccc(C)cc2)nc1C	-1.3%	1%	-10%	-24%	?	0%	-12%	-27%
COc1cccc(C(=O)N2CCN(C(=O)Cc3ccccc3)CC2)c1	1.1%	0%	-5%	6%	5%	1%	1%	7%
CSc1nc(N)nc(SCC(=O)C23CC4CC(CC(C4)C2)C3)c1C#N	-2.0%	0%	25µM*	?	-8%	-23%	-4%	?
CC(C)(C)NC(=O)C1CCC(C)(C(=O)O)C1(C)C (stereo unspecified)	0.9%	-4%	17%	-8%[46.1 µM]	-4%	-1%	0%	-3%
CN(C)CCNc1oc(COc2ccc(-c3ccccc3)cc2)nc1C#N	-3.6%	4%	2%	18%[46.1 µM]	-12%	-1%	-18%	-28%
COC(=O)c1ccc(C(NC(=O)OCc2ccccc2)/C(=C/[C@@H](C)C(=O)NCc2ccc(-c3ccccc3)cc2)c2cccnc2)cc1 (stereo partly specified)	-2.1%	5%	-3%	.	.	3%	.	-2%
O=C(O)CNC(=O)c1ccccc1NC(=O)c1ccco1	-0.1%	5%	9%	-6%[46.1 µM]	-1%	-1%	3%	-4%
Cc1ccc(S(=O)(=O)N2CCN=C2SCc2cccnc2)cc1	-0.1%	-13%	-14%	-3%	-14%	-1%	-5%	-10%
Cn1nnnc1SCC1=C(C(=O)O)N2C(=O)C(NC(=O)C(O)c3ccccc3)C2SC1 (stereo unspecified)	2.7%	14%	?	.	.	8%	.	-10%
COc1ccccc1N1CCN(C(=O)c2sc3nc(-c4ccc(F)cc4)cn3c2C)CC1	-0.8%	7%	1%	-26%[46.1 µM]	-5%	3%	-6%	-24%
O=C(CSc1nnc(-c2ccco2)n1CC1CCCO1)NC1CCCC1 (stereo unspecified)	-2.2%	3%	-8%	-8%[46.1 µM]	3%	7%	-10%	-2%
O=C(N/N=C/c1cc2c(cc1Cl)OCO2)c1ccc2c(c1)OCCO2	-2.2%	5%	.	?	.	5%	4%	-18%
Cc1ccc(C(=O)NC2CC3CCCC(C2)N3C(=S)NCc2ccco2)cc1 (stereo unspecified)	0.0%	-5%	22µM*	20%	-6%	-6%	-5%	-25%
C/C(=N\O)C(C)NC(=O)c1ccccc1 (stereo unspecified)	-1.5%	-4%	-1%	10%	-14%	4%	7%	8%
O=C(CCC1CCCCC1)N1CCN(Cc2ccc3c(c2)OCO3)CC1	0.0%	0%	?	-6%[46.1 µM]	-8%	-16%	7%	3%

In the list so far, seven have a furan ring, fused or not:
SMILES	Epigenetic reg	GLA spleen mod	ALDH1A1 block	NPSR antagonist	GAA inh	aGlu spleen mod	GAA glycogen	Tau fluor counter
CC(Sc1nc(-c2ccco2)nc2c1c(=O)n(C)c(=O)n2C)C(=O)O (stereo unspecified)	4.2%	10%	.	-6%	.	8%	6%	-9%
COc1cc(OC)cc(-c2cc3nc(C)cc(N4CCN(C(=O)c5ccco5)CC4)n3n2)c1	-1.2%	-1%	?	-24%[46.1 µM]	3%	0%	-1%	-23%
O=c1c2oc3ccccc3c2[nH]c(=S)n1-c1ccccc1	-1.0%	1%	7.9µM*	-30%	3%	-15%	-21%	1%
Cc1ccc(C)c(N2CN(Cc3ccco3)CNC2=S)c1	0.0%	1%	19%	-9%[46.1 µM]	-3%	1%	9%	5%
O=C(O)CNC(=O)c1ccccc1NC(=O)c1ccco1	-0.1%	5%	9%	-6%[46.1 µM]	-1%	-1%	3%	-4%
O=C(CSc1nnc(-c2ccco2)n1CC1CCCO1)NC1CCCC1 (stereo unspecified)	-2.2%	3%	-8%	-8%[46.1 µM]	3%	7%	-10%	-2%
Cc1ccc(C(=O)NC2CC3CCCC(C2)N3C(=S)NCc2ccco2)cc1 (stereo unspecified)	0.0%	-5%	22µM*	20%	-6%	-6%	-5%	-25%
